# From PubChem
# PKA-R2B act: activators of PKA-R2B holoenzyme, primary screen, biochemical, fluorescence polarization, Cy5-IP20, human. activation, % at 11.4 µM. PKA-R2B holoenzyme dissociation; R2B truncated from residue 108, S112A mutant; 0% DMSO only, 100% 113 µM cGMP. AID 504700, 2011. 0.079% of 340,000 active;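 active = activation above a cutoff set at the mean over all compounds plus 3 SD, cut at about 18% in these data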;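 note: higher means more holoenzyme dissociation and a rise in polarization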
# Arr AP2 block: inhibitors of beta-arrestin/AP2 binding, primary screen, biochemical, GPCR trafficking, flow cytometry. beta-arrestin 1 C-terminal peptide binding to AP2 beta2-adaptin appendage (human). FITC-arrestin peptide / GST-AP2 beads; AP2 beta2 appendage carries R879A mutation. inhibition, % at 10 µM. 0.31% of 340,000 active. AID 504490, 2011;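 active = inhibition above a set limit, near 3 SD of compounds lacking own fluorescence, cut at about 54% in these data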;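 note: plate controls were DMSO wells for no effect and 5 µM unlabelled arrestin peptide for full effect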
#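 Material – AP2 appendage R879A on GSH beads · Buffer or medium – PBS with 0.05% Tween 20 and 0.1% BSA · Probe or stimulus – fluorescein-tagged arrestin peptide at 50 nM final · Incubation – compound with beads 12 min RT, then probe 1 h RT · Detection – high-throughput flow cytometry of beads, ex 488, em 535 nm · Evaluation – percent response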
# PKA-R1A activ: activators of PKA-R1A holoenzyme, primary screen, biochemical, fluorescence polarization, Cy5-IP20, bovine R1A, mouse PKAc. PKA-R1A dissociation; scaled: DMSO 0%, 113 µM cGMP 100%. activation, % at 11.4 µM. 0.083% of 340,000 active. AID 504707, 2011;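 active = percent activation above the mean of all tested compounds plus 3 SD, cut at about 19% in these data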;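 note: higher means more PKAc released from R1A so a rise in polarization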
# HTR5A inv ctr: HTR5A inverse agonists in luminescence cell assay, primary screen, counter-screen for OPRM1-OPRD1 heterodimer inverse agonist project, full-deck HTS; 5-hydroxytryptamine receptor 5A (Homo sapiens), P47898; HTR5A cell line, inverse agonism; inhibition, % at 9.3 µM; 0.083% of 340,000 active; in the data active = inhibition mostly above about 23%, no sharp cut-off; inactive = mostly below about 18%;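 note: 0% = cells with DMSO and 100% = no-cell wells with DMSO; some compounds called inactive have numbers as strong as hits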
# DAGLB inhibitor: DAGLB lipase inhibitors, primary screen, biochemical, fluorescence, HTS | HEK293T DAGLB membrane lysate, EnzChek fluorogenic substrate | 0.059% of 340,000 active | inhibition, % at 5.17 µM; in the data active = inhibition above about 34%;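 note: 0% = enzyme with vehicle and 100% = wells lacking enzyme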
# OPRM1-OPRD1 inv: inverse agonists of MOR-DOR heterodimerization, primary screen, cell-based, luminescence | cell-based MOR-DOR heterodimer luminescence, inverse agonism | inhibition, % at 9.3 µM | 0.21% of 340,000 active; in the data active = inhibition above about 22%, passing the limit was not always enough;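 note: 0% = cells with DMSO and 100% = wells without cells with DMSO; values of inactives mirror those of a sister screen read the other way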
# Target sequence (P35372 whole entry, looked up): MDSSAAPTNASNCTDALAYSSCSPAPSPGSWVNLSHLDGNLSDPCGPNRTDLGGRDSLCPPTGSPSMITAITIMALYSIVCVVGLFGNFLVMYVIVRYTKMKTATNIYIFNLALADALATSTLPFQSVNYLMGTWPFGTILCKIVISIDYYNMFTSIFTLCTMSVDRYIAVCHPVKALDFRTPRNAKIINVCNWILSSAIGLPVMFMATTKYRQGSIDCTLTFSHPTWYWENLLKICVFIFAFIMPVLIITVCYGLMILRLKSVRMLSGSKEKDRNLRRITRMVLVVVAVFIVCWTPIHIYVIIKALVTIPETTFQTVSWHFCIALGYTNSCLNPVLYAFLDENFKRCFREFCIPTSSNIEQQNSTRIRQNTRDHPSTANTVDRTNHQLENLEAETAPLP
# Target sequence (P41143 whole entry, looked up): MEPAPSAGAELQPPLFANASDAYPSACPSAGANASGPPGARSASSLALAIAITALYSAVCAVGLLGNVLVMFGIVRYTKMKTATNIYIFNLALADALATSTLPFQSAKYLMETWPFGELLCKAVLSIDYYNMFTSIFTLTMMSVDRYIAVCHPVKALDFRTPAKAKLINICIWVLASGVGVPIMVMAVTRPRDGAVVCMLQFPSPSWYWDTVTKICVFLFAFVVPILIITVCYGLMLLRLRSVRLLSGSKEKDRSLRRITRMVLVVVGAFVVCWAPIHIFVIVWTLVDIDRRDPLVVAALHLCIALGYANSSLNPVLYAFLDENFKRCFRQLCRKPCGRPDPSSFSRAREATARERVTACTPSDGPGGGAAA
# HTR5A ag: HTR5A agonists in luminescence cell assay, primary screen, counter-screen for OPRM1-OPRD1 heterodimer agonist project, full-deck HTS. AID 504692, 2011. 0.61% of 340,000 active. 5-hydroxytryptamine receptor 5A (Homo sapiens), P47898. activation, % at 9.3 µM. cell-based; in the data active = activation mostly above about 9.5%, no sharp cut-off; inactive = mostly below about 7.6%;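 note: 0% = cells with vehicle only and 100% = reference agonist; strong numbers were not always called active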
# DSG3 Ab inh: inhibitors of pemphigus antibody binding to DSG3, primary screen, biochemical, bead-based, flow cytometry, scFv-GFP; DSG3-coupled beads, scFv-anti-DSG3-GFP binding; active compounds read low; 0.48% of 310,000 active; binding (percent of control), % at 10 µM; Desmoglein-3 (Homo sapiens), P32926;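 active = binding more than 3 SD below its plate's average and above zero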;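 note: hits lower antibody fragment binding to DSG3; some compounds called inactive have numbers as strong as hits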
# OPRM1-OPRD1 ag: agonists of OPRM1-OPRD1 heterodimerization, primary screen, cell-based, luminescence. Mu-type opioid receptor (Homo sapiens) + Delta-type opioid receptor (Homo sapiens), …. cells. AID 504326, 2011. 0.3% of 340,000 active. activation, % at 9.3 µM; in the data active = activation above about 18%;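 note: 0% = vehicle-treated cells and 100% = reference agonist; values of inactives mirror those of a sister screen read the other way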
# V-ATPase pHluor: regulators of yeast V-ATPase proton pumping, primary screen, pHLuorin cytosolic pH fluorescence | S. cerevisiae | 0.37% of 350,000 active | AID 504577, 2011 | response, % at 10 µM; in the data active = response mostly above about 7.3%, no sharp cut-off; inactive = mostly below about 5.4%; note: actives read high; inactives centre near 0; some compounds called inactive have numbers as strong as hits; reference of the scale not given here
# * hit, by the source's call; x = no result given. Random draw from the library (roughly 2.4% active in at least one column).
SMILES,PKA-R2B act,Arr AP2 block,PKA-R1A activ,HTR5A inv ctr,DAGLB inhibitor,OPRM1-OPRD1 inv,HTR5A ag,DSG3 Ab inh,OPRM1-OPRD1 ag,V-ATPase pHluor
COc1ccccc1C(=O)N1CCN(C(=O)Cc2ccccc2)CC1,5,-2,-7,-3,1,10,0,x,-1.4,-5
Clc1nc(Cl)nc(N(c2ccccc2)c2ccccc2)n1,-4,4,-2,9,-1,5,-2,81,-0.9,-1
CC(=O)c1ccc(OCC(=O)OCC(=O)Nc2sccc2C(N)=O)cc1,-8,-25,-16,1,-2,5,0,98,-0.9,1
O=[N+]([O-])c1cccc(/C=N/N2CCN(c3ccccn3)CC2)c1,7,5,0,13,0,-15,4,101,3.1,3
O=C1C(=NO)C(c2ccccc2)Oc2ccccc21 (stereo unspecified),8,13,10,-3,-2,-20,1,96,4.0,-1
NS(=O)(=O)c1ccc(NS(=O)(=O)c2ccc(Br)cc2)cc1,-7,16,-5,-23,0,7,9,102,-1.3,0
COc1ccc(-c2cc(-c3ccc(N)cc3)nc(N)c2C#N)cc1OC,-8,6,-16,-9,3,-14,3,101,2.6,-4
O=C(NCc1nnc(SCC(=O)N2CCCCCC2)o1)c1ccco1,-20,4,-2,-22,0,6,11*,93,-1.1,0
O=C(CCN=C1NS(=O)(=O)c2ccccc21)OCc1cccc(Cl)c1,-6,-7,-1,4,-2,4,-2,104,-0.8,1
COc1ccc(/C=C/C(=O)NCCNC(=O)c2ccccc2)cc1OC,-7,-4,1,-9,-1,3,-1,x,-0.6,-5
CCCNC1=C(C)C(=O)CC1,3,4,-15,12,-2,7,-4,108,-1.2,-1
Cc1cc(C)c(NC(=O)CCCN2CCN(C)CC2)c(C)c1,-11,-2,-22,-13,-3,21,5,99,-5.0,0
c1ccc(CN2CCN(c3nc(-c4ccccc4)nc(-n4ccnc4)n3)CC2)cc1,8,5,-7,-10,-6,-1,3,x,0.3,5
N#Cc1cc([N+](=O)[O-])ccc1Oc1ccc(-c2nnco2)cc1,6,41,-10,5,0,-12,-2,103,1.9,-2
COc1ccc(CC2(CO)CCN(S(=O)(=O)c3cccc4cccnc34)CC2)cc1,4,21,-4,0,-1,-3,0,112,0.6,-4
Cn1c2ccccc2n2c(=O)c(=O)n(CC(=O)c3ccc(Cl)cc3)nc12,11,x,-6,-12,4,11,5,121,-1.8,3
Cc1nc(C)c(C(=O)OCC(=O)Nc2cccc(C)c2C)s1,8,20,8,-1,-1,8,0,105,-2.0,3
CCC(C)N1C(=O)CCC1C(=O)N1CCN(c2ccc(F)cc2)CC1 (stereo unspecified),-3,7,-11,-6,1,13,2,103,-2.5,0
O=C(O)CC12CC3CC(C1)CC(n1ncc(NCc4ccccc4)c(Cl)c1=O)(C3)C2,-21,3,-1,12,0,12,7,99,-2.3,0
Cc1cc(S(=O)(=O)NCC(C)C)ccc1OCC(=O)NC1CC1,-7,-14,-7,-9,2,12,0,112,-2.2,-1
Cc1cc(C#N)c2ccccc2n1,-1,-1,-10,-13,-1,14,5,99,-2.8,3
Cc1ccccc1C(=O)N/C(=C/c1ccc(-c2cccnc2Cl)o1)C(=O)NCCCN1CCN(C)CC1,-14,1,-2,6,1,10,6,109,-1.7,11
COc1cc(NC(=O)CSc2nc3c(c(=O)n(C)c(=O)n3C)n2C)cc(OC)c1,4,9,-9,0,0,6,0,x,-1.0,-1
c1ccc(-c2ccc(-c3nc(-c4cccnc4)no3)cc2)cc1,11,1,-5,-30,-1,0,-2,103,0.0,-1
CC(=O)Nc1ccc(OCc2nnc(-c3ccc(Cl)cc3)o2)cc1,-4,-3,0,2,1,-1,1,95,0.1,9
CCOc1cc(S(=O)(=O)NCc2ccccn2)ccc1Cl,0,5,-1,-32,3,14,5,100,-2.5,-7
CCC(=O)Nc1nc2nc(C)cc(=O)n2[nH]1,4,5,-5,-25,5,-4,2,104,0.8,-3
CCn1c(COc2ccccc2OC)nnc1SCC#N,0,9,7,4,0,15,2,102,-2.9,2
O=[N+]([O-])c1cccc(-c2noc(-c3ccco3)n2)c1,-16,17,-8,8,-6,-12,4,116,2.3,-6
O=C(Nc1ccc(Cl)cc1)OCc1ccccn1,1,25,7,10,-3,3,-4,x,-0.5,0
CCOc1ccccc1NC(=O)C(CC)Sc1nc2ccncc2[nH]1 (stereo unspecified),7,-3,-12,0,-5,1,4,x,-0.1,0
COc1cc(/C(C#N)=C/c2cccc3ccccc23)c([N+](=O)[O-])cc1OC,-16,5,-9,-23,1,9,1,96,-1.8,-3
COc1cc(CN2CCN(C(=O)c3ccc(-c4ccccc4)cc3)CC2)cc(OC)c1OC,-3,6,2,0,-1,5,0,94,-1.2,-3
CCCS(=O)(=O)N1CCC(C(=O)NCc2ccc3c(c2)OCO3)CC1,11,13,-3,-2,1,4,1,100,-0.8,-2
COc1ccc(NC(=O)C(=O)NCCC2CCCCN2S(=O)(=O)c2ccccc2)cc1 (stereo unspecified),0,19,-4,13,-3,26,2,101,-5.3,-10
C=CC[C@H](CC(=O)NCCO)C(=O)N[C@@H](C)COC(=O)[C@@H](CC=C)CC(=O)OC(C)(C)C,-1,-6,-10,9,-1,12,-3,106,-2.2,-4
O=C(N/N=C/c1ccc(Cl)cc1)c1nc2ccc([N+](=O)[O-])cc2c(=O)[nH]1,10,33,1,-20,1,5,3,110,-0.8,0
Cc1ccc(S(=O)(=O)N(C)C[C@@H]2Oc3ccc(NC(=O)CCC(F)(F)F)cc3CC(=O)N([C@@H](C)CO)C[C@@H]2C)cc1,9,-2,-15,3,2,13,-5,109,-2.2,1
O=C(N/N=C/c1cccc(O)c1)C(=O)N1CCCCCC1,-1,6,8,14,1,9,-5,112,-1.7,-5
COc1ccc(NC(=O)c2ccc(-n3cncn3)c([N+](=O)[O-])c2)cc1,4,6,9,-15,-1,12,5,98,-2.3,7
COc1ccc(C(=O)NCc2ccccc2C)cc1S(=O)(=O)NC1CCCC1,-8,-7,-5,7,-3,22,-3,x,-5.8,3
O=C(NCc1ccco1)/C(=C/c1cccc([N+](=O)[O-])c1)NC(=O)c1ccco1,-12,16,6,9,0,13,-3,96,-2.0,2
Cc1ccccc1NC(=O)N1CCC(C(=O)c2ccc(F)cc2)CC1,-1,15,-15,10,1,12,-4,101,-2.3,1
COCCC(=O)N1CCC(Oc2ccc(C(=O)NCc3cccc(C)n3)cc2)CC1,-5,-5,-5,11,0,7,5,x,-1.4,-1
COc1ccc(S(=O)(=O)N2CCOCC2)cc1NC(=O)Cc1ccccc1Cl,-7,-4,-1,-2,0,17,4,99,-3.3,0
CCOCCOC(=O)c1[nH]c2c(c1C)C(=O)CC(c1cc(OC)c(OC)c(OC)c1)C2 (stereo unspecified),-3,6,2,-9,3,1,2,101,-0.1,-4
CCN(c1ccc(C)cc1)S(=O)(=O)c1nnc(NC(=O)c2ccco2)s1,-14,24,-6,17,11,-2,5,91,0.5,-6
N#Cc1c(NC(=O)c2cnn3cccnc23)sc2c1CCCC2,0,-7,3,-14,1,5,-2,112,-1.1,0
COc1ccc(/C=C/C=C2\N=C(SC)SC2=O)cc1,-12,-3,-3,-11,2,15,-3,113,-2.8,-4
O=C(CSc1nnc(SCC(=O)NCc2ccc3c(c2)OCO3)s1)NCc1ccc2c(c1)OCO2,1,-11,-3,-6,1,1,-3,78,-0.3,-1
CCc1ccc(NC(=O)N2CCN(c3ccc(F)cc3)CC2)cc1,-12,-8,-8,8,-1,-4,-3,101,0.7,3
CC1=C(C(=O)OCC2CCCO2)C(c2ccsc2)C2=C(CC(C)(C)CC2=O)N1 (stereo unspecified),2,20,4,7,-1,11,-5,93,-2.1,-4
c1ccc(Nc2nc(N3CCCC3)nc(N3CCCC3)n2)cc1,-3,-2,-10,20,-7,-8,13*,100,1.6,3
C[C@H](CO)N1C[C@H](C)[C@@H](CN(C)C(=O)Nc2ccccc2)Oc2ccc(NC(=O)c3ccncc3)cc2C1=O,-4,2,4,-9,0,2,-1,96,-0.4,1
CN1CCOc2cc(S(=O)(=O)NCc3ccc(S(N)(=O)=O)cc3)ccc21,-3,-13,-3,2,-1,16,0,116,-2.9,1
CC(NC(=O)Cc1ccc(S(=O)(=O)N2CCCCC2)cc1)c1ccccc1 (stereo unspecified),5,-11,-2,12,1,8,-3,102,-1.5,-1
Cc1ccsc1/C=N/NC(=O)Cc1ccc([N+](=O)[O-])cc1,-19,-2,-2,4,0,-4,-5,x,0.9,-3
Nc1nnn(CC(=O)N/N=C/c2ccc(Cl)cc2Cl)n1,-2,1,-1,-2,3,10,1,x,-2.0,6
Cn1c(=O)c2c(nc(CN3CCc4ccccc4C3)n2Cc2ccc(F)cc2)n(C)c1=O,-2,-2,10,-2,1,-7,-1,123,1.1,1
Cc1ccc(SC[C@H](c2ccccc2)N2CCN(CCc3ccccc3)CCC2=O)cc1,3,2,-3,-13,-9,1,4,102,-0.1,2
Cc1ccsc1C(=O)OCC(=O)Nc1cccc(S(=O)(=O)N2CCCCC2)c1,-1,x,-2,x,-4,x,x,98,x,x

# Pulled by structure from above (6):
SMILES,PKA-R2B act,Arr AP2 block,PKA-R1A activ,HTR5A inv ctr,DAGLB inhibitor,OPRM1-OPRD1 inv,HTR5A ag,DSG3 Ab inh,OPRM1-OPRD1 ag,V-ATPase pHluor
CC(NC(=O)Cc1ccc(S(=O)(=O)N2CCCCC2)cc1)c1ccccc1 (stereo unspecified),5,-11,-2,12,1,8,-3,102,-1.5,-1
CCOCCOC(=O)c1[nH]c2c(c1C)C(=O)CC(c1cc(OC)c(OC)c(OC)c1)C2 (stereo unspecified),-3,6,2,-9,3,1,2,101,-0.1,-4
CCN(c1ccc(C)cc1)S(=O)(=O)c1nnc(NC(=O)c2ccco2)s1,-14,24,-6,17,11,-2,5,91,0.5,-6
Cc1ccsc1C(=O)OCC(=O)Nc1cccc(S(=O)(=O)N2CCCCC2)c1,-1,x,-2,x,-4,x,x,98,x,x
c1ccc(Nc2nc(N3CCCC3)nc(N3CCCC3)n2)cc1,-3,-2,-10,20,-7,-8,13*,100,1.6,3
N#Cc1c(NC(=O)c2cnn3cccnc23)sc2c1CCCC2,0,-7,3,-14,1,5,-2,112,-1.1,0
